Screening results: PubChem, The Scripps Research Institute Molecular Screening Center
ADAM17 inh: ADAM17 inhibition, QFRET primary screen; 0.83% of 370,000 active; inhibition, % at 6.95 µM; P78536; recombinant ADAM17, EDANS/DABCYL FRET peptide cleavage; AID 720648;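 active = inhibition above the mean of compounds lying between control limits plus 3 SD, set per campaign, cut at about 8.5% in these data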;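 note: 0% = DMSO-only wells as the low control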
PLC-beta3 inh: inhibitors of human phospholipase C beta3; Q01970; inhibition, % at 12.2 µM; Purified PLC-beta3, fluorogenic substrate, fluorescence; 0.18% of 370,000 active; in the data active = inhibition above about 11%;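 note: 0% = median of compound wells on plate and 100% = full blocker control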
ASAP1 inh: ASAP1 ArfGAP inhibition. Q9ULH1. ASAP1-stimulated ARF1 GTP hydrolysis, GDP FP detection. inhibition, % at 16.5 µM. 0.19% of 360,000 active; in the data active = inhibition above about 25%;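 note: 0% = vehicle with enzyme and substrate and 100% = no enzyme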
Tn7 DDE FP: disrupts Tn7 cyclic peptide binding to fibrin D-Dimer-E complex | 0.13% of 370,000 active | FP displacement of FITC-Tn7 peptide from fibrin DD(E); 0% = median of compound wells per plate | inhibition, % at 8.3 µM | AID 720508;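 active = inhibition above the mean of compounds falling within the control limits plus 3 SD of them, cut at about 14% in these data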;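 note: 0% = plate median of compound wells and 100% = 10 µM Aha-Tn7 peptide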
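Assay system: Fibrin-DD(E) protein isolated from polymerized human fibrin clots; read-out basis: percent inhibition; medium: Tris/NaCl/CaCl2 buffer, pH 7.8; signal: FP measurement; incubation: 10 min plus 3 h, room temperature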
UHRF1 binding: UHRF1 methyl-DNA binding inhibition; Q96T88; UHRF1 binding to methylated oligo, TR-FRET; inhibition, % at 4.4 µM; 0.75% of 370,000 active; AID 687016; in the data active = inhibition above about 21%;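 note: UHRF1 SRA domain binding a hemimethylated CpG hairpin DNA probe; 0% = median of test compound wells and 100% = reference inhibitor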
Target sequence (Q96T88 whole entry, looked up, the tested form may be a part): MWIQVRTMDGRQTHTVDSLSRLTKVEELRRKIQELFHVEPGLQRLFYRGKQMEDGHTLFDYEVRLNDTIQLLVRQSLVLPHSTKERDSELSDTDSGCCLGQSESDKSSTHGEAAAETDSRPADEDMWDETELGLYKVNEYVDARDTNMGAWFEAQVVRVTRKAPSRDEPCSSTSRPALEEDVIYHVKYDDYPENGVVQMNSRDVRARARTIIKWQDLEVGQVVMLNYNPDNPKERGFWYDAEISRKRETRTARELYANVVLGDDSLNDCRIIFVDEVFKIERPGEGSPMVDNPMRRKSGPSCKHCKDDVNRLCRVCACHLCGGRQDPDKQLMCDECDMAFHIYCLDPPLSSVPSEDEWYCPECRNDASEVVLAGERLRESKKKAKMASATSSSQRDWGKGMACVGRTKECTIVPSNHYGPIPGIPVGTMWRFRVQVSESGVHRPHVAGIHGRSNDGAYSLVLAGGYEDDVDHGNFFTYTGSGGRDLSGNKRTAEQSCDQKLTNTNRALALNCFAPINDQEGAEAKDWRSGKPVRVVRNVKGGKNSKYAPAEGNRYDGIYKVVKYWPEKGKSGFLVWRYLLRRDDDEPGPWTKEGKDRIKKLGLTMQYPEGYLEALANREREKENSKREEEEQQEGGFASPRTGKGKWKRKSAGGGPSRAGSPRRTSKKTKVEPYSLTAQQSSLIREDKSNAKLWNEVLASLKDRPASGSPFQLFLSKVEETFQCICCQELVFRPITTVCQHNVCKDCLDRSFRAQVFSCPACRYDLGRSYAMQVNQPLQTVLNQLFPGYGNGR
PLC-gamma1 inh: PLC-gamma1 (human) inhibition, primary screen | purified PLC-gamma1, fluorogenic substrate, fluorescence | inhibition, % at 12.2 µM | 0.84% of 370,000 active; in the data active = inhibition above about 9.5%
MBD2 inh: inhibitors of human MBD2 binding to methylated oligonucleotide | AID 686964 | Q9UBB5 | 0.31% of 370,000 active | inhibition, % at 4.4 µM | TR-FRET; in the data active = inhibition above about 13%
proKLK7 act: activates the human kallikrein-7 zymogen. purified proKLK7, EDANS-DABCYL substrate fluorescence; 100% is mature enzyme control, 0% vehicle. activation, % at 7 µM. 0.9% of 370,000 active. P49862;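 active = activation above the mean of all tested compounds plus 3 SD, computed per campaign excluding outliers beyond control limits, cut at about 13% in these data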
ARFGAP1 inhibitor: inhibits rat ARF GTPase activating protein 1; 0.26% of 360,000 active; inhibition, % at 16.5 µM; Arfgap1-stimulated ARF1 GTP hydrolysis, GDP FP detection; Q62848;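 active = inhibition above a per-plate limit, mean inhibition of low control wells plus 3 SD, cut at about 25% in these data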;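 note: 0% = DMSO wells with enzyme and 100% = wells lacking Arfgap1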
Target sequence (Q62848 1-136 limits assumed): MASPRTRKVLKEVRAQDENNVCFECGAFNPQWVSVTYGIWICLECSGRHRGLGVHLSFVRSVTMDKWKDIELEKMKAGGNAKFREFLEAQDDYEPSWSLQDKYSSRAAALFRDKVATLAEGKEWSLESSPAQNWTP
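System: truncated rat Arfgap1 GAP domain / Medium: HEPES-based buffer, pH 7.5 / Also added: N-terminally truncated human ARF1-GTP substrate / Incubation: enzyme reaction 120 min at 25 °C after 20 min preincubation / Measured by: FP of antibody-bound GDP Alexa 633 tracer, ex 620/em 688 nm / Replicates: singlicate, each compound tested once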
Tn6 DDE FP: inhibitors of Tn6 peptide binding to human fibrin DD(E); P02675; Fibrin DD(E) TRITC-Tn6 fluorescence polarization displacement; inhibition, % at 8.3 µM; 0.21% of 370,000 active; AID 720509;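 active = inhibition above a per-campaign cutoff: mean of compounds within control limits plus 3 SD, cut at about 15% in these data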;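 note: 0% = median of all compound wells on the plate and 100% = blocking peptide control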
Active calls of the source: *; i = inactive; · = not tested or not shown.

A first look, two compounds:
item	ADAM17 inh	PLC-beta3 inh	ASAP1 inh	Tn7 DDE FP	UHRF1 binding	PLC-gamma1 inh	MBD2 inh	proKLK7 act	ARFGAP1 inhibitor	Tn6 DDE FP	SMILES
1	0	2	·	0	-1	2	-1	-0.4	·	-6	Cc1ccc(S(=O)(=O)N2CCCC(C(=O)Nc3c(C)n(C)n(-c4ccccc4)c3=O)C2)cc1 (configuration not stated)
2	-19	-85	-1	3	-1	-63	5	1.9	12	1	NC(=O)NC(=O)CN1c2cccc3cccc(c23)S1(=O)=O

All compounds of this part (from the top)
item	ADAM17 inh	PLC-beta3 inh	ASAP1 inh	Tn7 DDE FP	UHRF1 binding	PLC-gamma1 inh	MBD2 inh	proKLK7 act	ARFGAP1 inhibitor	Tn6 DDE FP	SMILES
1	0	2	·	0	-1	2	-1	-0.4	·	-6	Cc1ccc(S(=O)(=O)N2CCCC(C(=O)Nc3c(C)n(C)n(-c4ccccc4)c3=O)C2)cc1 (configuration not stated)
2	-19	-85	-1	3	-1	-63	5	1.9	12	1	NC(=O)NC(=O)CN1c2cccc3cccc(c23)S1(=O)=O
3	0	8	5	3	3	4	2	0.1	5	-6	O=C(Nc1cccc(C(F)(F)F)c1)c1n[nH]c(Cn2cncn2)n1
4	-2	-11	-2	9	2	3	10	-0.6	9	-3	O=C1C(=O)N(CCN2CCOCC2)C(c2ccc(F)cc2)/C1=C(/O)c1ccc(S(=O)(=O)N2CCOCC2)cc1 (configuration not stated)
5	-1	-9	4	3	0	-1	-4	0.6	-10	6	CN(CC(=O)Nc1ccc(S(=O)(=O)N2CCCC2)cc1)Cc1c(F)cccc1Cl
6	i	-299	-1	-3	2	-235	-7	12	-4	6	Cc1c(CC(=O)NCCCO)c(=O)oc2cc3c(cc12)CCC(C)(C)O3
7	0	-2	7	-6	1	2	2	0.0	-14	6	O=C(/C=C/c1ccccc1[N+](=O)[O-])Nc1cc(S(=O)(=O)N2CCOCC2)ccc1N1CCOCC1
8	-3	-4	-2	2	-1	1	5	-0.2	9	-1	CN(CC(=O)Nc1ccc(F)c(F)c1F)C(=O)CN1C(=O)NC2(CCCC2)C1=O
9	1	6	-5	3	-4	2	-10	-0.5	7	-3	CN(N=O)c1ccc(C=C2C=Cc3ccccc32)cc1
10	2	3	11	-7	4	-3	1	0.4	-7	4	CC(C)C[C@@H](CN1CCC[C@H]1CN1C(=O)C(=O)NC[C@@H]1Cc1ccc(O)cc1)N1C[C@H](Cc2ccccc2)N(CCc2ccccc2)C(=O)C1=O
11	-1	-75	1	6	-4	-70	-9	0.9	2	0	COc1cc(/C=C(\C#N)c2nn(CCO)c(N)c2C#N)cc(OC)c1OC
12	-1	-1	-6	0	-3	1	1	-0.1	-5	4	CCN1CCN(c2ccc(NC(=O)c3ccc(F)cc3)cc2Cl)CC1

Seven compounds from above, sorted by SMILES length, ascending.
item	ADAM17 inh	PLC-beta3 inh	ASAP1 inh	Tn7 DDE FP	UHRF1 binding	PLC-gamma1 inh	MBD2 inh	proKLK7 act	ARFGAP1 inhibitor	Tn6 DDE FP	SMILES
9	1	6	-5	3	-4	2	-10	-0.5	7	-3	CN(N=O)c1ccc(C=C2C=Cc3ccccc32)cc1
12	-1	-1	-6	0	-3	1	1	-0.1	-5	4	CCN1CCN(c2ccc(NC(=O)c3ccc(F)cc3)cc2Cl)CC1
6	i	-299	-1	-3	2	-235	-7	12	-4	6	Cc1c(CC(=O)NCCCO)c(=O)oc2cc3c(cc12)CCC(C)(C)O3
5	-1	-9	4	3	0	-1	-4	0.6	-10	6	CN(CC(=O)Nc1ccc(S(=O)(=O)N2CCCC2)cc1)Cc1c(F)cccc1Cl
7	0	-2	7	-6	1	2	2	0.0	-14	6	O=C(/C=C/c1ccccc1[N+](=O)[O-])Nc1cc(S(=O)(=O)N2CCOCC2)ccc1N1CCOCC1
4	-2	-11	-2	9	2	3	10	-0.6	9	-3	O=C1C(=O)N(CCN2CCOCC2)C(c2ccc(F)cc2)/C1=C(/O)c1ccc(S(=O)(=O)N2CCOCC2)cc1 (configuration not stated)
10	2	3	11	-7	4	-3	1	0.4	-7	4	CC(C)C[C@@H](CN1CCC[C@H]1CN1C(=O)C(=O)NC[C@@H]1Cc1ccc(O)cc1)N1C[C@H](Cc2ccccc2)N(CCc2ccccc2)C(=O)C1=O

(further entries)
item	ADAM17 inh	PLC-beta3 inh	ASAP1 inh	Tn7 DDE FP	UHRF1 binding	PLC-gamma1 inh	MBD2 inh	proKLK7 act	ARFGAP1 inhibitor	Tn6 DDE FP	SMILES
13	-5	-118	-3	-5	-2	-91	1	0.9	-3	-4	Cc1ccc(-n2c(C)cn(C(=O)c3ccccc3)c2=S)cc1
14	8	5	·	11	0	1	-1	1.7	·	-9	CCCCOCCCNC(=O)C[C@H]1C[C@@]2(C(=O)OC)C(=C[C@H](C(C)(C)C)O[C@@H]2C)N(Cc2cccc3ccccc23)C1=O
15	-1	-3	5	0	0	-2	-1	0.0	7	0	COc1ccc(OC)c(-c2cc(C(=O)Nc3sc4c(c3C#N)CCC(C)C4)c3ccccc3n2)c1 (configuration not stated)
16	-3	1	11	-3	0	7	-7	0.4	0	-2	O=C(Nc1ncccc1O)c1ccc(Cl)c(S(=O)(=O)N2CCCCC2)c1
17	7	2	-11	-5	1	5	-5	0.1	-13	0	Cc1ccc(-n2c(SCC(=O)N3CCOCC3)nnc2-c2ccncc2)cc1
18	-1	1	-14	1	-2	2	-2	-0.9	-10	-8	COCCn1c(SCC(=O)N2CCCCC2)nc2cccnc21
19	2	0	2	2	-1	1	-5	0.7	-5	-2	C=C1C[C@@H]2C[C@@H]2CN(S(=O)(=O)c2ccc(C)cc2)[C@@H]1COCc1ccccc1
20	-8	-9	9	0	3	-6	-3	0.1	-7	-7	Cc1ccc(-c2ccc(CCC(=O)O)n2NC(=O)c2ccco2)cc1
21	0	0	11	2	0	1	-4	-0.1	11	-4	N#CCC(=O)Nc1ccc(C(=O)OCC(=O)Nc2cc(-c3ccccc3)nn2-c2ccccc2)cc1
22	2	-14	-1	3	-3	-9	-1	0.0	-1	-10	O=C(CCc1nc2ccccc2c(=O)[nH]1)NNC(=O)c1ccc(Cl)cc1
23	0	-4	7	-8	-3	-5	0	-0.1	2	-2	Clc1nc2ccccc2nc1-c1ccccc1
24	1	-7	5	-3	-1	-1	1	-0.8	13	5	COCCN(C(=O)c1cc(-c2ccc(F)cc2)nc2ccccc12)c1c(N)n(CC(C)C)c(=O)[nH]c1=O
25	-5	-9	6	3	-2	-2	-1	0.9	-1	1	CC(C)OCCCNC(=O)c1ccc(NC(=O)C2=CSCCO2)cc1
26	-4	3	10	-5	-1	1	-3	-0.6	3	-8	COCCN(CC(=O)Nc1ccc(F)cc1)S(=O)(=O)c1ccc(S(=O)(=O)N2CCCC2)cc1
27	-2	-3	-7	7	4	-4	7	-0.5	2	-6	Cc1ccc(-n2ncc3c(=O)n(Cc4ccccn4)cnc32)cc1C
28	-6	-11	4	3	5	6	8	0.2	-5	-13	CC(=O)NCCc1nc2cc(NC(=O)c3ccc(F)cc3)ccc2n1C
29	-11	-27	-11	8	-2	-16	-6	0.8	-11	0	CCC(C)[C@H](NC(=O)[C@@H]1Cc2c([nH]c3ccccc23)C2c3ccccc3C(=O)N21)C(=O)NCC1CCCO1 (some centres not stated)
30	2	4	1	0	-14	4	-14	-0.4	18	3	O=C1Nc2ccccc2C1=NN=Cc1ccco1
31	0	-11	0	3	-1	-1	0	0.2	-9	-1	CC(C)OCc1ccc(C(=O)N2CCN(CC(=O)N3CCCC3)CC2)cc1
32	-2	1	11	-5	-3	3	0	0.6	-13	0	CCCC(CCC)C(=O)Oc1cc(C)[nH]c(=O)c1[N+](=O)[O-]
33	0	-3	13	-1	0	1	-6	0.1	-12	-3	CC(C)(C)c1ccc(OCC(=O)N/N=C/C2CC=CCC2)cc1 (configuration not stated)
34	-4	2	7	4	4	5	-3	-0.7	11	-1	CCN(CC)C(=O)CSc1nnc(-c2ccc(S(=O)(=O)N3CCCC3)cc2)o1
35	-1	-9	-3	-2	-2	-1	2	0.1	-4	-6	COc1cc2c(cc1OC)C(c1cc3cccc(C)c3[nH]c1=O)N(C(=O)c1ccco1)CC2 (configuration not stated)
36	-2	-9	2	-4	-1	-3	0	-1.0	7	-4	CC(C)N1CCC(=NNC(=O)c2cccs2)CC1
37	0	1	-8	3	0	0	3	0.6	-7	1	CCOc1cc(CO)cc(Br)c1OCC(N)=O
38	-3	-9	-10	1	0	-1	1	0.9	-2	-7	COc1ccc(Cl)cc1NC(=O)CN(C)C(=O)C1CC1
39	-4	-6	1	-8	0	-2	3	0.5	-3	0	CCOc1ccc(C(C)NC(=O)c2cc(=O)[nH]c3ccccc23)cc1OCC (configuration not stated)
40	1	-5	1	2	-1	3	3	0.1	2	-1	O=C(c1cc(COc2ccc(F)cc2Cl)on1)N1CCSCC1
41	-27	-489	16	1	-2	-385	-7	-16	17	2	COc1ccc(-c2onc3ccc(C(=O)/C=C/N(C)C)cc23)cc1
42	-2	5	·	-9	-1	5	2	-0.5	·	8	COC(=O)C[C@H]1CC[C@H]2[C@H](COc3ccc(NC(=O)c4cccs4)cc3C(=O)N2C)O1
43	-68	-52	0	2	-2	-42	4	7.8	2	2	COc1cc(OC)c(OC)cc1/C=N/NC(=O)CC1C(=O)NN=C1C (configuration not stated)
44	2	-2	2	2	-1	0	0	-0.2	0	3	Cc1ccc(C)c(Nc2nc(-c3cccnc3)cs2)c1
45	-1	1	5	-2	-2	1	-4	0.7	7	-8	O=C(CSCCO)Nc1nccs1
46	-110	-201	5	-6	-1	-152	-1	9.2	-14	-5	CCc1cc(=O)oc2cc(C)cc(OCC(=O)NC(Cc3ccc(Cl)cc3)C(=O)O)c12 (configuration not stated)
47	-4	-50	·	-5	-2	-40	-4	-2.2	·	-6	N#Cc1cccc(Cn2ccc3ccc(-c4ccc5ccn(Cc6cccc(C#N)c6)c5c4)cc32)c1
48	-6	-9	8	2	0	-6	0	-0.2	-3	-2	CC(=O)Nc1cccc(NC(=O)c2c(-c3ccccc3)noc2C)c1
49	-9	-4	8	-6	2	-4	4	0.3	9	-2	COC(=O)C(O)(CC(=O)Nc1cc(OC)c(OC)c(OC)c1)C(F)(F)F (configuration not stated)
50	-4	-3	5	-7	-1	-5	-2	0.2	10	-5	COc1ccc(CN2C(=O)C(CC(=O)NCCc3ccccn3)CC(C(=O)N(C)C)=C2C)cc1 (configuration not stated)
51	1	-5	19	-4	0	-3	-1	-0.3	9	6	COc1ccc(OCCCC(=O)OCC(=O)Nc2nnc(-c3ccccc3)o2)cc1
